hK5 inh = blocks human kallikrein 5 protease activity | inhibition, % at 5 µM | recombinant hK5, fluorogenic AMC substrate cleavage | Q9Y337 | 210,000 compounds, 0.59% hits;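 active = inhibition of 40% or more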;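 also: 0% = enzyme controls without compound and 100% = no-enzyme blanks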
FXIIa inh = blocks human coagulation factor XIIa protease activity; P00748; purified FXIIa, Boc-QGR-AMC fluorogenic substrate, 2 h; inhibition, % at 5 µM; 220,000 compounds, 0.3% hits; AID 800; in the data active = inhibition above about 40%;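 also: 0% = enzyme with no compound and 100% = blank without enzyme; many of its hits are not listed in these tables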
eIF4E 4G PPI = blocks eIF4E binding to eIF4G. P63073+Q04637. TR-FRET eIF4E-eIF4GI(517-606) binding, 2 h. inhibition, % at 21.7 µM. 220,000 compounds, 0.37% hits. AID 782;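 active = inhibition above about 30%, limit read from the data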;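 also: 0% = full FRET control wells and 100% = background wells lacking eIF4GI fragment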
p97 inhibitor = blocks human p97 ATPase activity; P55072; recombinant p97 ATPase, Kinase-Glo ATP luminescence, 3 h; inhibition, % at 8 µM; 220,000 compounds, 0.42% hits; AID 1481; in the data active = inhibition above about 15%;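 also: 0% = DMSO vehicle and 100% = wells lacking enzyme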
Mdm2 ligase inh = inhibitors of human Mdm2 E3 ubiquitin ligase. Q00987. 210,000 compounds, 0.11% hits. signal enhancement, % at 5 µM. cell-based MDM2 ubiquitination luciferase reporter, 2 h; 0 = plate control, 100 = twice control, blank-subtracted;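 active = signal enhancement of 30% or more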;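 also: luminescence tracks abundance of the self-degrading MDM2-luciferase fusion protein; higher signal means inhibition of MDM2 E3 ligase activity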
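Assay system: stable mammalian line carrying autodegrading MDM2–luciferase fusion reporter; Input: 2000 cells in each well; Compound dosing: single-point 5 µM; Schedule: 2 h compound exposure at 37 °C; Signal: SteadyLite luciferase luminescence after 15 min room-temperature reagent incubation; Evaluation: % luminescence enhancement versus blank-corrected plate control mean; Benchmarks: plate controls and plate blanks.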
Rad51 HR inh = blocks human Rad51 in homologous recombination. Q06609. 200,000 compounds, 0.085% hits. inhibition, % at 10 µM. hRad51 DNA strand exchange, fluorescence dequenching;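 active = inhibition above 40% at the single screening dose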;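 also: 0% = DMSO control wells and 100% = blanks with heterologous ssDNA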
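Material: hRad51 filaments on single-stranded DNA; Reagent: Donor/quencher-labelled 47-bp dsDNA substrate; Compound: 10 µM final, single point; Schedule: 37 °C 15-min filament assembly, 30-min compound preincubation, 15-min exchange; Technique: FRET fluorescence, excitation 485 nm, emission 520 nm; Benchmarks: control wells and blank wells on each plate.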
14-3-3 Bad inh = disrupts binding of bovine 14-3-3 zeta to phospho-Bad peptide; inhibition, % at 21.7 µM; P63103; TR-FRET 14-3-3zeta/Dy647-pBad peptide displacement, 1 h; 220,000 compounds, 0.71% hits; AID 781;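 active = inhibition above about 70%, limit read from the data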;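 also: 0% = full 14-3-3 plus peptide FRET controls and 100% = background without 14-3-3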
Target sequence (P63103 whole entry, looked up): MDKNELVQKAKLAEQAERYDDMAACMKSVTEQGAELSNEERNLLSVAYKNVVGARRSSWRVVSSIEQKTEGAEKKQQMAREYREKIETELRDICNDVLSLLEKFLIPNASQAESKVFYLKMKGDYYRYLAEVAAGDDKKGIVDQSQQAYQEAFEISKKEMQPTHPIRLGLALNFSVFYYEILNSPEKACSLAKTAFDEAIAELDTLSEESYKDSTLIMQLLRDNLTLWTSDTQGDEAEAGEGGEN
Wee1 stabilizer = inhibitors of human Wee1 degradation; reporter increase, % at 5 µM; 220,000 compounds, 1.2% hits; HeLa Luc-Wee1K328M stability, luciferase luminescence; 100% = proteasome inhibitor MG132 effect; P30291; AID 1321;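 active = activation above the mean of all tested compounds plus 3 SD, set per screening run, cut at about 8.8% in these data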;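 also: cells exposed to compound for 20 h before luminescence read; 0% = DMSO alone and 100% = MG132 at 30 µM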
Target sequence (P30291 whole entry K328M): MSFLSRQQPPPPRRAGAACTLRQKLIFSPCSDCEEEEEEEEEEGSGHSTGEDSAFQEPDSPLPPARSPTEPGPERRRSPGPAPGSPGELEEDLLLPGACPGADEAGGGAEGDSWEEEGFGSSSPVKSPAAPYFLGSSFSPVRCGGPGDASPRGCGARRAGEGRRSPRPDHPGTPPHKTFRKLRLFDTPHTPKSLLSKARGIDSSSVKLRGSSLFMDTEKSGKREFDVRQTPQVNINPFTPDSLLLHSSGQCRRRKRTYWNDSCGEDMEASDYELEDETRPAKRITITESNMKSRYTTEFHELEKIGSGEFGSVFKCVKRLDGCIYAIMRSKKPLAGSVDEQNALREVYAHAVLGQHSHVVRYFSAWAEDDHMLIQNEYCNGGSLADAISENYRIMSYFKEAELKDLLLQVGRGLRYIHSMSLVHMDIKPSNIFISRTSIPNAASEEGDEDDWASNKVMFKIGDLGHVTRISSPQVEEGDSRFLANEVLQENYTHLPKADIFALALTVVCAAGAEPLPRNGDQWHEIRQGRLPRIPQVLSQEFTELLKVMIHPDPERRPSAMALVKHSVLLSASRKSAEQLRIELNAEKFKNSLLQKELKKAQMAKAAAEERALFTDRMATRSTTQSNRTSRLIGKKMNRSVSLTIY
FXIa inh 1536 = blocks human coagulation factor XIa protease activity | P03951 | purified FXIa, Boc-Glu-Ala-Arg-AMC fluorogenic substrate | inhibition, % at 5 µM | 220,000 compounds, 0.14% hits;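 active = inhibition of at least 40%; inactive = inhibition below 40%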;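 also: fluorescence of freed AMC excited at 355 nm; 0% = enzyme without compound and 100% = no enzyme blank; many of its hits are not listed in these tables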
The depositor's hits bear a star; . = not tested or not shown; [ ] = remark or other dose. Outcome played no part in choosing rows. About 3.5% of those tested had a hit in this group.

SMILES	hK5 inh	FXIIa inh	eIF4E 4G PPI	p97 inhibitor	Mdm2 ligase inh	Rad51 HR inh	14-3-3 Bad inh	Wee1 stabilizer	FXIa inh 1536
Cn1nc(-c2ccccc2)c(CSc2cccc(Cl)c2)c1Cl	1	10	12	-2	.	-4	-15	1	2
O=C(COc1cccc2c1CCN(Cc1ccccc1F)C2=O)N1CCCCC1	-7	0	1	0	-5	.	1	-3	-3
COc1cc(S(=O)(=O)N2CCOCC2)ccc1NC(=O)COC(=O)CC12CC3CC(CC(C3)C1)C2	37	12	6[fluorescence artefact?]	1	-22	3	-4	3	8
COC(=O)CS(=O)(=O)c1ccc(C)cc1	-4	3	1	-1	-16	-3	-3	0	-2
Cc1cc(C)nc(N/N=C/c2c[nH]c3ccccc23)n1	-1	3	-4	2	-8	.	-13	-3	-2
CC(=O)N1CCC(N(CCN2CCOCC2)C(=S)Nc2c(C)cccc2C)CC1	-21	8	-1	-3	-13	6	-15[fluorescence artefact?]	1	-2
Cc1ccc(N(CC(=O)Nc2ccc(C)cc2C)S(=O)(=O)N2CCCC2)cc1	-1	17	-1	-1	8	-2	9	8	5
Cc1ccc(CNC(=O)CCNC(=O)c2ccco2)cc1	-4	17	1	-3	5	0	-5	-4	-1
COc1ccc(S(=O)(=O)N2CCC(C(=O)NCc3ccccc3)CC2)cc1OC	23	7	0	7	-12	-8	4	-1	1
Cc1ccccc1Nc1nnc(SCc2cc(=O)n3ccsc3n2)s1	6	9	3	4	-10	.	-10	4	4
COc1ccc(C(=O)CSc2n[nH]c(N)n2)cc1	8	2	-4	-1	-18	-1	-13	-1	0
CCCCc1ccc(NC(=S)NCc2cccs2)cc1	15	10	1	-4	-4	-6	-7	3	-6
CCOc1ccc(C(=O)/C=C/c2cc(OC)c(OC)c(OC)c2)cc1	-4	-1	1	1	-13	-4	-3	-1	-4
CC1=CC(C)(C)n2c(O)c(N=N)c3c(C)c(C)cc1c32	0	1	7	4	-6	-19	-1	-1	-1
C=CCc1cccc(CNc2c(C)n(C)n(-c3ccccc3)c2=O)c1O	8	10	5	2	-5	5	-3	-1	-1
CC(C)C(O)(CC#CCN1CCCC1)c1ccccc1 (stereo not drawn)	-24	10	-5	1	-8	14	-15	1	-4
O=C(NCc1ccco1)/C(=C/c1cccnc1)NC(=O)c1ccco1	19	4	8	-1	0	-9	-12	-1	-5
O=C(NCC1CCCO1)C1CCN(C2CCN(C(=O)Cc3ccsc3)CC2)CC1 (stereo not drawn)	.	11	0	0	-19	.	-7	0	4
CCOc1ccc(/C=N/N2C(=O)C(CC(=O)Nc3ccc(F)cc3F)SC2=NC)cc1OC (stereo not drawn)	-5	29	2	2	-22	.	23	3	20
O=C(Cn1c(=O)oc2cc(S(=O)(=O)NCc3ccccc3)ccc21)NCc1ccco1	-13	20	-3	-6	-11	3	5	-1	18
O=C(CC1C(=O)NCCN1C(=S)Nc1ccccc1)Nc1ccc2c(c1)OCCO2 (stereo not drawn)	-6	8	-6	5	-3	0	-5	0	6
COc1ccc(-c2csc(NC(=O)C3CC(=O)N(c4ccc5c(c4)OCCO5)C3)n2)cc1 (stereo not drawn)	-2	11	1	10	-3	-11	0[fluorescence artefact?]	3	4
O=C(CCN1C(=O)c2cccc3cccc(c23)C1=O)Nc1ccccc1	-10	3	0	-2	1	-2	-2	-1	-8
CN(C)S(=O)(=O)N(CC(=O)N1CCN(c2ccccc2F)CC1)c1ccccc1	.	6	3	-3	-3	28	-6	3	2

Copied from the list.
FXIa inh 1536, CCOc1ccc(C(=O)/C=C/c2cc(OC)c(OC)c(OC)c2)cc1 → -4
eIF4E 4G PPI, CC1=CC(C)(C)n2c(O)c(N=N)c3c(C)c(C)cc1c32 → 7

Next part.
SMILES	hK5 inh	FXIIa inh	eIF4E 4G PPI	p97 inhibitor	Mdm2 ligase inh	Rad51 HR inh	14-3-3 Bad inh	Wee1 stabilizer	FXIa inh 1536
Cc1nc(N2CCOCC2)nc(OCCN(C)C)c1[N+](=O)[O-]	-8	12	0	2	-4	.	6[fluorescence artefact?]	-2	8
CC(=N\O)/C(CN(C)C)=N/O	-3	-3	7	1	-7	4	-7	0	-3
Cc1c([N+](=O)[O-])c2ccc(O)cc2n1-c1ccccc1	2	3	6	8	-9	9	2	-1	8
Cc1ccc(-c2nc3ncccc3o2)cc1NC(=O)c1ccccc1	-3	8	5	0	-15	-2	1	-1	-6
CC(C)Nc1nc(Oc2ccc(=O)n(-c3ccccc3)n2)nc(N(C)C)n1	31	36	1	-6	-25	-7	1	-1	19
CCc1c(O)nc(N2CCN(Cc3ccccc3)CC2)[nH]c1=O	5	13	9	0	-47	-10	8	-1	6
Cc1c(NC(=O)CN2C(=O)C(=O)N(Cc3ccccc3)C2=O)c(=O)n(-c2ccccc2)n1C	-10	5	10	1	-16	1	-4	1	-10
COc1ccc(C(C)=O)cc1COC(=O)CNC(=O)c1cc(C)cc(C)c1	-8	12	-2[fluorescence artefact?]	2	-2	4	4	1	3
Cn1c(Oc2ccc(Cl)cc2)c(C=O)c2ccccc21	-1	4	5	-4	-15	-4	5	-2	2
CC(=O)Oc1ccccc1/C=C1\CCOC1=O	-6	12	20	-6	-22	-1	-8	-3	-1
COc1ccccc1NC(=O)c1ccc(NC(=O)COC(=O)C(C)C)cc1	-2	7	3	6	5	0	0	3	2
Cc1ccc(NC(=O)N2CCC(C(=O)NCc3ccc(F)cc3)CC2)cc1	-8	6	5	-3	4	-4	7	0	-2
COCC(=O)Nc1cccc2ccccc12	6	7	-3	4	1	1	9	0	3
O=C(O)c1cccc(C(=O)Cc2ccccc2)c1	10	17	2	-5	4	-9	2	2	5
CC(C)(O)C#Cc1ccc(C(=O)NCc2ccccc2F)cc1	-9	10	2	4	10	13	-3	-2	10
COc1ccccc1CNC(=O)C1CC(c2c(Cl)cccc2Cl)=NO1 (stereo not drawn)	-2	6	13	4	-18	-2	70*	1	-4
CC1(OC(=O)C2CCCC2)C(=O)C=C2C=C(c3ccsc3)OC=C2C1=O (stereo not drawn)	1	7	12	.	-2	-4	2	.	0
Cc1ccc(N2C(=O)CC(NNc3nc4ccccc4s3)C2=O)cc1C (stereo not drawn)	-14	4	9	3	11	-1	-17	1	-2
Cc1c(/C=N/NC(=O)c2ccc3c(c2)OCO3)cnn1C	-7	24	6	3	7	-4	-7	-2	5
CC(=O)c1csc(COc2cc(Cl)cc(Cl)c2)n1	3	11	0	-3	5	.	-4	0	2
COc1ccc(-c2[nH]ncc2CN2CCCC(C(=O)c3cccc(OC)c3)C2)cc1 (stereo not drawn)	-4	-1	-1	1	-4	3	-8	-3	-6
O=C(COC(=O)c1ccc(Cl)s1)c1ccc[nH]1	-3	3	-1	-4	1	5	-1	2	-8
Cc1cc(C)n2nc(C(=O)N/N=C/c3cn(C)nc3C)nc2n1	-1	5	0	-3	1	-1	1	-1	-2
COc1ccccc1N1CCN(Cc2cccs2)CC1	-4	3	.	-4	-13	-6	.	-1	1
Cc1cc(C)cc(N(CC(=O)Nc2ccc(-c3nc4ccc(C)cc4s3)cc2)S(C)(=O)=O)c1	-13	8	0	3	-5	-11	-14	6	9
COc1cc(OC)cc(C(=O)Nc2c(F)cccc2F)c1	-5	11	-5	0	-2	-2	-7	2	7
CCc1c(C(=O)N2CCN(c3ccccc3F)CC2)[nH]c(C)c1C(C)=O	-4	17	-2[fluorescence artefact?]	0	-9	5	-16	1	3
CCC(C)Sc1cc(C(F)(F)F)c(C(=O)Nc2ccc(Cl)cc2)cn1 (stereo not drawn)	2	2	-4	-2	-15	11	-10	4	8
CCCN1CCC(=NNc2ccc(S(=O)(=O)N(CC)CC)cc2[N+](=O)[O-])CC1	2	8	0	6	-3	1	-23	-5	-2
N/C(Cc1ccc(Cl)cc1)=N\OC(=O)Cc1ccc([N+](=O)[O-])cc1	15	-5	3	-4	-13	3	2[fluorescence artefact?]	-1	-8
C=CCNC(=O)CC1Nc2c3ccccc3nc(=S)n2C1=O (stereo not drawn)	-10	6	1	5	-2	-37	-16	0	-3
CCN(CC)CCNC(=O)C12CC3CC(CC(C3)C1)C2	8	8	-8	5	-28	2	12[fluorescence artefact?]	-3	7

14 of the compounds above, with bars between the fields.
molecule | hK5 inh | FXIIa inh | eIF4E 4G PPI | p97 inhibitor | Mdm2 ligase inh | Rad51 HR inh | 14-3-3 Bad inh | Wee1 stabilizer | FXIa inh 1536
Cc1c(/C=N/NC(=O)c2ccc3c(c2)OCO3)cnn1C | -7 | 24 | 6 | 3 | 7 | -4 | -7 | -2 | 5
CC(=O)c1csc(COc2cc(Cl)cc(Cl)c2)n1 | 3 | 11 | 0 | -3 | 5 | . | -4 | 0 | 2
COc1ccc(-c2[nH]ncc2CN2CCCC(C(=O)c3cccc(OC)c3)C2)cc1 (stereo not drawn) | -4 | -1 | -1 | 1 | -4 | 3 | -8 | -3 | -6
O=C(COC(=O)c1ccc(Cl)s1)c1ccc[nH]1 | -3 | 3 | -1 | -4 | 1 | 5 | -1 | 2 | -8
Cc1cc(C)n2nc(C(=O)N/N=C/c3cn(C)nc3C)nc2n1 | -1 | 5 | 0 | -3 | 1 | -1 | 1 | -1 | -2
COc1ccccc1N1CCN(Cc2cccs2)CC1 | -4 | 3 | . | -4 | -13 | -6 | . | -1 | 1
Cc1cc(C)cc(N(CC(=O)Nc2ccc(-c3nc4ccc(C)cc4s3)cc2)S(C)(=O)=O)c1 | -13 | 8 | 0 | 3 | -5 | -11 | -14 | 6 | 9
COc1cc(OC)cc(C(=O)Nc2c(F)cccc2F)c1 | -5 | 11 | -5 | 0 | -2 | -2 | -7 | 2 | 7
CCc1c(C(=O)N2CCN(c3ccccc3F)CC2)[nH]c(C)c1C(C)=O | -4 | 17 | -2[fluorescence artefact?] | 0 | -9 | 5 | -16 | 1 | 3
CCC(C)Sc1cc(C(F)(F)F)c(C(=O)Nc2ccc(Cl)cc2)cn1 (stereo not drawn) | 2 | 2 | -4 | -2 | -15 | 11 | -10 | 4 | 8
CCCN1CCC(=NNc2ccc(S(=O)(=O)N(CC)CC)cc2[N+](=O)[O-])CC1 | 2 | 8 | 0 | 6 | -3 | 1 | -23 | -5 | -2
N/C(Cc1ccc(Cl)cc1)=N\OC(=O)Cc1ccc([N+](=O)[O-])cc1 | 15 | -5 | 3 | -4 | -13 | 3 | 2[fluorescence artefact?] | -1 | -8
C=CCNC(=O)CC1Nc2c3ccccc3nc(=S)n2C1=O (stereo not drawn) | -10 | 6 | 1 | 5 | -2 | -37 | -16 | 0 | -3
CCN(CC)CCNC(=O)C12CC3CC(CC(C3)C1)C2 | 8 | 8 | -8 | 5 | -28 | 2 | 12[fluorescence artefact?] | -3 | 7
